Screening data from PubChem BioAssay.
KOR beta-arrestin-1 – KOR antagonists, beta-arrestin recruitment, cell-based, luminescence, uHTS (AID 1778); KOR beta-arrestin recruitment, luminescence, antagonist mode; higher % means a stronger effect; one-dose inhibition, % at 10 µM; IC50 in µM for titrated hits; 290,000 tested, 0.091% active; also: strong numbers were not always called active
NOD1 NF-kB reporter – inhibition of NOD1-driven NF-kB reporter – cell-based, luminescence, uHTS, primary screen (AID 1578); NOD1-driven NF-kB luciferase reporter cells, luminescence; higher % means a stronger effect; inhibition, % at 4 µM, or EC50 in µM where a hit was titrated; 290,000 tested, 1% active; in the data active = inhibition mostly above about 36%, no sharp cut-off; inactive = mostly below about 34%;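 also: HEK-293T reporter cells stimulated with the NOD1 agonist gamma-tri-DAP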
human PMI inhibitors – human PMI inhibitors, high substrate, primary screen, biochemical, fluorescence intensity, high mannose 6-phosphate (AID 1220). 190,000 tested, 0.66% active. inhibition, % at 20 µM; hits with a dose series show IC50 in µM. recombinant PMI enzyme, coupled fluorescence intensity; higher % means a stronger effect
PMI inhibitors – MPI enzyme activity inhibition – biochemical, fluorescence intensity, coupled assay, primary screen (AID 1209); 190,000 tested, 0.42% active; inhibition, % at 20 µM; hits with a dose series show IC50 in µM; purified PMI enzyme, coupled fluorescence intensity; higher % means a stronger effect;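 also: plate controls were DMSO vehicle for no effect and wells lacking substrate for full effect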
NOD2 inhibition – inhibition of NOD2-driven NF-kB reporter – cell-based, luminescence, uHTS, HEK293 (AID 1566) | HEK293 NOD2/NF-kB luciferase reporter, luminescence; higher % means a stronger effect | inhibition, % at 4 µM, or EC50 in µM where a hit was titrated | 290,000 tested, 0.63% active; also: many of its hits are not listed in these tables
KOR beta-arrestin-2 – kappa opioid receptor activators – cell-based, luminescence, uHTS, primary screen (AID 1777); KOR beta-arrestin recruitment, luminescence; higher % means a stronger effect; activation, % at 10 µM, or EC50 in µM where a hit was titrated; 280,000 tested, 0.02% active; in the data active = activation above about 50%, passing the limit was not always enough; also: a part of the inactive calls stands beside numbers as strong as those of hits
LYP inhibition – inhibitors of LYP phosphatase, biochemical, fluorescence intensity, uHTS (AID 1779); 290,000 tested, 0.054% active; inhibition, % at 11.5 µM; hits with a dose series show IC50 in µM; recombinant LYP phosphatase, fluorescence intensity; higher % means a stronger effect;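 also: plate controls were vehicle with enzyme for no effect and no enzyme for full effect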
XIAP antagonists – XIAP antagonists, biochemical, IAP family, fluorescence polarization (AID 1018); one-dose displacement, % at 20 µM; IC50 in µM for titrated hits; 200,000 tested, 0.007% active; XIAP BIR domain, fluorescence polarization peptide displacement; higher % means a stronger effect; in the data active = displacement above about 50%; also: a part of the inactive calls stands beside numbers as strong as those of hits
TNAP activation fold – stimulation of alkaline phosphatase TNAP activity – biochemical, luminescent, no phosphate acceptor, uHTS, primary screen (AID 1001) | purified TNAP, luminescent activation assay, no phosphate acceptor; higher activation fold means a stronger effect | activation fold at 20 µM, or EC50 in µM where a hit was titrated | 200,000 tested, 0.03% active; in the data active = activation fold from about 3, or a potency from the dose series; inactive = the rest, 99 in 100 with activation fold below about 1.6; also: many of its hits are not listed in these tables
* = called active by the depositor; · = not tested or not shown; [ ] = dose if it differs, or a comment. Rule as the data show it, unless noted: active = inhibition above about 50%; inactive = the rest.

SMILES	KOR beta-arrestin-1	NOD1 NF-kB reporter	human PMI inhibitors	PMI inhibitors	NOD2 inhibition	KOR beta-arrestin-2	LYP inhibition	XIAP antagonists	TNAP activation fold
C=CCC(C=C)[N+]1(CC(=O)OC)CCCCC1 (configuration not stated)	-6.5%	-7.4%	-14.1%	-18.5%	19.4%	-4.2%	-7.8%	-2.4%	1.1
CCOc1ncccc1C(=O)Nc1ccc(OC)c(S(=O)(=O)N2CCCCC2)c1	-5.0%	-13.3%	8.6%	7.4%	19.5%	0.4%	-1.2%	-6.2%	1
CCOC(=O)c1ccc(N2C(=O)c3n[nH]c(C)c3C2c2ccco2)cc1 (configuration not stated)	-11.6%	0.5%	18.0%	12.9%	12.0%	-4.2%	0.2%	-3.2%	1.3
C/C(=N\Nc1ccccc1)c1c(O)cc(C)oc1=O	-23.4%	-48.1%	-162.0%	-90.4%	-88.8%	3.0%	-0.8%	-5.8%	1
O=C(CSC(=S)N1CCOCC1)c1cc2ccccc2oc1=O	-9.7%	-13.0%	·	·	-9.9%	-3.1%	-5.4%	·	·
COc1cc(Br)c(CCNC(=O)Cc2ccccc2)cc1OC	8.8%	-18.7%	-3.2%	-3.6%	7.3%	1.3%	3.2%	-6.3%	1.1
Cc1cc(O)cc2c1C(=O)/C(=C/c1ccco1)O2	-13.0%	1.9%	·	·	-24.8%	0.7%	-2.3%	·	·
C=CCNC(=O)CSc1n[nH]c(-c2cc(Cl)ccc2OC)n1	-15.3%	-23.1%	12.6%	-7.2%	36.0%	-5.1%	-7.6%	-1.8%	0.7
Cc1c(Cl)cccc1NC(=S)N1CCC(C(N)=O)(N2CCCCC2)CC1	-5.9%	-17.1%	0.2%	1.8%	0.2%	4.5%	-1.2%	-9.0%	1
O=C(c1ccco1)N1CCN(C(=O)N2CCOCC2)CC1	18.2%	16.5%	0.8%	3.6%	15.8%	-3.1%	-3.0%	-1.9%	1.1
CN(C)S(=O)(=O)c1ccc(C(=O)NCc2ccccc2)cc1	-1.4%	1.1%	6.2%	2.3%	12.3%	16.4%	-4.0%	-3.3%	1
O=C(O)CSC1CC(=O)N(c2cccc(Cl)c2)C1=O (configuration not stated)	-7.0%	13.6%	-9.1%	-5.4%	-8.9%	27.2%	-4.7%	-3.6%	1.1
CCOC(=O)c1sc(N=NC2=C(O)CC(C)(C)CC2=O)c(C(=O)OCC)c1C	-70.7%	-54.8%	-11.1%	-10.0%	2.7%	2.4%	-9.0%	-1.6%	2.1
COc1ccc(CN2CCN(C(=O)Cn3ncn4cccc4c3=O)CC2)c(OC)c1OC	12.0%[20 µM]	-23.1%	·	·	21.8%	-7.5%	-13.1%	·	·
CCCCC(=O)Nc1nnc(-c2ccco2)o1	-43.1%	6.8%	2.7%	-7.4%	-11.7%	0.6%	-5.4%	-7.6%	1.1
OC1(c2ccc(Br)cc2)CCN(Cc2cccc(Br)c2)CC1	-14.9%	-17.0%	·	·	-13.8%	1.6%	-10.3%	·	·
CSCC[C@H](NC(=O)NCCc1ccc(F)cc1)C(=O)O	16.7%	-9.1%	7.5%	4.9%	3.1%	-2.2%	9.1%	-3.3%	1.1
C=CCNc1ccc(F)c(F)c1N1CCCCCC1=O	-9.3%	-17.3%	9.9%	4.8%	6.6%	·	-2.3%	-3.7%	1.1
CCn1c(C(=O)N2CCC(C(=O)NCc3ccc(OC)cc3)CC2)cc2sccc21	-33.9%	-36.5%	·	·	-40.4%	-2.9%	-11.1%	·	·
COc1ccc(-n2c(=O)c3ccccc3n(CC(=O)NC3CCCCC3)c2=O)c(OC)c1	7.3%	-7.2%	-3.2%	-5.2%	-0.8%	-2.5%	-10.4%	-3.4%	1.1
COc1ccccc1C(=O)COC(=O)CN1C(=O)c2ccccc2C1=O	4.1%	-30.5%	·	·	1.9%	2.1%	-6.8%	·	·
O=C(COC(=O)c1cc[n+]([O-])cc1)Nc1ccc([N+](=O)[O-])cc1	14.2%	-42.0%	-1.9%	1.1%	-5.8%	-1.9%	-0.5%	-1.7%	1
CCCCNC(=O)C1C2C=CC(C2)C1C(=O)O (configuration not stated)	-16.5%	-20.4%	6.4%	1.8%	20.2%	6.6%	-4.9%	1.8%	1.2
COc1cccc(NC(=O)C2C3C=CC4(O3)C2C(=O)N(CCCN2CCCC(C)C2)C4C(=O)NC2CCCCC2C)c1 (configuration not stated)	3.8%	-30.2%	·	·	-16.8%	1.7%	-5.7%	·	·
O=C1CCCC2(O)C1C(c1cccc(Br)c1)NC(=O)N2Cc1ccccc1 (configuration not stated)	15.5%	-2.6%	-23.8%	-14.7%	-7.8%	-0.9%	-0.1%	-5.4%	1
COc1ccccc1N1C(=O)C2C(C(=O)c3ccccc3)=NN(c3ccc(Br)cc3)C2C1=O (configuration not stated)	2.7%	-4.6%	·	·	28.4%	8.0%	0.1%	·	·
O=C(NC1CCSC1=O)c1ccc(Cl)cc1 (configuration not stated)	-7.6%	-12.6%	-5.8%	-1.6%	0.6%	1.9%	-3.6%	-4.2%	1
COC(=O)C(O)(NC(=O)OCc1ccccc1)C(F)(F)F (configuration not stated)	28.8%	-35.2%	12.5%	14.6%	-14.4%	-2.7%	0.3%	-2.9%	1.1
COc1ccccc1-c1nc2ccccc2c(=O)n1O	3.3%	-2.7%	·	·	-3.8%	4.2%	-4.1%	·	·
O=C(N1CCCCCC1)N1CCN(S(=O)(=O)c2ccccc2)CC1	-7.5%	-3.4%	3.2%	4.1%	-0.7%	6.4%	-4.0%	-4.1%	1.1
Cc1cc(Nc2cccc([N+](=O)[O-])c2)c2cccc(C)c2n1	14.7%	-8.6%	·	·	13.2%	6.9%	0.6%	·	·
Cc1cc(C)cc(CC2CC(=O)N(c3ccc(Cl)cn3)C2=O)c1 (configuration not stated)	-2.8%	-24.1%	-2.0%	-4.4%	-15.4%	5.2%	-4.0%	-6.1%	1
Cc1nc(-c2ccc(NC(=O)c3ccco3)cc2)cs1	7.5%	54.6%*	·	·	14.7%	-4.4%	-2.3%	·	·
CSc1nc(C(=O)N2CCc3c([nH]c4ccccc34)C2c2ccccn2)cs1 (configuration not stated)	-73.0%[20 µM]	19.2%	-3.3%	-2.8%	0.7%	·	-4.9%	-7.8%	1.1
COc1ccc2oc(C(=O)OCC(=O)Nc3ccc(C(=O)N(C)C)cc3)c(C)c2c1	-18.0%	-28.1%	·	·	4.1%	4.3%	-9.7%	·	·
O=C(NCCc1ccccc1)C(=O)NC1CCCCC1	-14.4%	-25.6%	3.7%	2.8%	-2.7%	0.5%	-7.4%	-0.8%	1.1

Whole records as entered above. Order of values: KOR beta-arrestin-1 | NOD1 NF-kB reporter | human PMI inhibitors | PMI inhibitors | NOD2 inhibition | KOR beta-arrestin-2 | LYP inhibition | XIAP antagonists | TNAP activation fold
Shown for `Cc1c(Cl)cccc1NC(=S)N1CCC(C(N)=O)(N2CCCCC2)CC1` = -5.9% | -17.1% | 0.2% | 1.8% | 0.2% | 4.5% | -1.2% | -9.0% | 1
Shown for `Cc1cc(O)cc2c1C(=O)/C(=C/c1ccco1)O2` = -13.0% | 1.9% | · | · | -24.8% | 0.7% | -2.3% | · | ·
Shown for `COc1ccc(CN2CCN(C(=O)Cn3ncn4cccc4c3=O)CC2)c(OC)c1OC` = 12.0%[20 µM] | -23.1% | · | · | 21.8% | -7.5% | -13.1% | · | ·
Shown for `CCCCC(=O)Nc1nnc(-c2ccco2)o1` = -43.1% | 6.8% | 2.7% | -7.4% | -11.7% | 0.6% | -5.4% | -7.6% | 1.1

Returning to the listing, starting 2 compounds before the break.
SMILES	KOR beta-arrestin-1	NOD1 NF-kB reporter	human PMI inhibitors	PMI inhibitors	NOD2 inhibition	KOR beta-arrestin-2	LYP inhibition	XIAP antagonists	TNAP activation fold
COc1ccc2oc(C(=O)OCC(=O)Nc3ccc(C(=O)N(C)C)cc3)c(C)c2c1	-18.0%	-28.1%	·	·	4.1%	4.3%	-9.7%	·	·
O=C(NCCc1ccccc1)C(=O)NC1CCCCC1	-14.4%	-25.6%	3.7%	2.8%	-2.7%	0.5%	-7.4%	-0.8%	1.1
COC(=O)c1cc(Nc2cc(C)c3ccc(O)cc3n2)cc(C(=O)OC)c1	-25.1%	7.2%	·	·	9.6%	3.8%	-5.0%	·	·
CCc1cc2cc(C)ccc2nc1SCC(=O)N1CC(=O)Nc2ccccc21	-8.0%	29.6%	·	·	10.7%	-3.8%	0.6%	·	·
CCCCOc1ccc(CON(C(C)=O)C(C)=O)cc1Cl	-17.5%	-3.8%	·	·	1.3%	·	-7.6%	·	·
O=[N+]([O-])c1ccc(CN2CCN(c3ccccc3Cl)CC2)o1	-57.4%[20 µM]	-42.5%	·	·	-13.4%	-2.7%	-2.9%	·	·
C=CCc1ccc(OCCn2cccc2C=O)c(OC)c1	1.6%	-45.7%	0.8%	0.4%	-81.1%	6.4%	-5.6%	-4.2%	1.1
CC(=O)NC(=S)Nc1ccc2oc(=O)ccc2c1	-7.8%	-3.1%	·	·	-18.5%	-1.0%	-2.8%	·	·
Nc1cc(S(=O)(=O)Nc2ccc(Cl)cc2)ccc1N1CCOCC1	12.9%	0.2%	·	·	35.6%	0.1%	-2.6%	·	·
CC(=O)N1CCN(C(=O)c2ccc(C(=O)c3ccccc3)cc2)CC1	-23.1%	-3.2%	·	·	9.0%	-2.6%	-10.3%	·	·
Cc1ccc(NC(=O)C2CCC(=O)N2)cc1C (configuration not stated)	12.9%	-24.6%	8.5%	5.5%	-5.8%	-2.0%	-2.8%	-3.2%	1.1
CCn1nnnc1NC(=O)c1cc(OC)c(OC)c(OC)c1	14.4%[20 µM]	-25.0%	6.8%	6.7%	9.4%	·	-9.3%	14.2%	1
CC(=O)c1c(C)[nH]c(C(=O)Nc2cc(C)cc(C)c2)c1C	10.8%	-22.2%	1.0%	-0.2%	3.5%	-3.5%	-4.1%	-4.5%	1.1
Cc1cc(-c2ccc(C(C)C)c(S(=O)(=O)NCc3ccco3)c2)on1	-13.9%	-2.2%	·	·	13.0%	0.1%	-8.1%	·	·
CC1=CCC2C(=O)N(c3cccc(C(=O)Nc4ccccc4Cl)c3)C(=O)C2C1 (configuration not stated)	12.4%	-13.6%	·	·	7.0%	0.4%	-7.8%	·	·
Cc1ccc(S(=O)(=O)N2CCN(C)CC2)cc1	-6.5%[20 µM]	-26.9%	·	·	-13.0%	2.6%	-0.3%	·	·
COc1ccccc1NC(=O)C1CCN(c2ncccn2)CC1	-20.9%	-20.6%	-3.3%	-3.8%	13.0%	-1.1%	-3.5%	-2.8%	1.1
NC(=O)C1CC(=O)N(c2ccc(OCc3ccc(Cl)cc3Cl)cc2)C1 (configuration not stated)	8.4%	-45.0%	6.7%	14.4%	-2.5%	·	-8.7%	-6.5%	1
Cc1ccccc1C(=O)NC(=S)Nc1ccccc1N1CCCC1	4.8%[20 µM]	-17.9%	11.0%	11.9%	15.5%	-0.8%	-1.2%	-2.4%	1.1
CC(C)c1nnc(NC(=O)CCC(=O)N2CCN(c3cccc(Cl)c3)CC2)s1	-5.0%	13.5%	·	·	3.3%	3.3%	1.5%	·	·
CSc1cccc(NC(=O)/C=C/c2cccc(Cl)c2)c1	-64.2%	-37.1%	5.4%	7.2%	-48.1%	2.9%	6.8%	-1.9%	1
CNS(=O)(=O)c1cccc(C(=O)OCCCOC(=O)c2cccc(S(=O)(=O)NC)c2)c1	9.2%	-11.6%	·	·	24.3%	1.0%	-5.5%	·	·
COc1cc(C(=S)N2CCOCC2)cc(OC)c1O	0.4%	-5.8%	·	·	9.1%	-2.0%	-5.3%	·	·

These rows are one share of the data. The share of hits here may be higher or lower than overall.
